# Screens as filed in PubChem.
# Cneo AK release: Cryptococcus neoformans lysis via adenylate kinase release. C. neoformans lysis, adenylate kinase release luminescence, 4 h; normalised: neutral wells 0, clomiphene wells 100. lysis activity, % at 15 µM. 360,000 tested, 0.2% active;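 active means mean lysis activity across replicates of at least 80%, whatever share of replicates individually reach that level; inactive means mean lysis activity below 80%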
#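 Signal: Adenylate kinase release luminescence | Assay system: Log-phase Cryptococcus neoformans yeast cells | Input: Cells at 5 × 10^6 per mL | Buffer or medium: Fresh YPD growth medium | Compound: Single dose | Schedule: Static 4 h at 37 °C with compound, 1 h detection | Controls: Clomiphene | Read-out: Luminescence rise reflecting yeast cell lysis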
# miR-122 sensor: inhibitors of miR-122 in Huh7 cells; activation (reporter increase), % at 12.5 µM; 340,000 tested, 0.3% active; Huh7 miR-122 Renilla luciferase sensor, 48 h; neutral wells = 0, positive control = 100;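 active means mean replicate activation score at least 90 and every replicate individually at or above 90; inconclusive means only one of the two criteria met; inactive means neither criterion met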;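 further: higher luciferase means less miR-122 activity so hits act as miR-122 inhibitors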
# Casp6 inh: inhibitors of human caspase-6; 350,000 tested, 0.53% active; purified caspase-6, Z-VEID-R110 cleavage fluorescence; AID 686996; inhibition, % at 12.5 µM;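 active means mean inhibition across replicates at least about 35%, with every replicate also reaching that limit, limit read from the data; inconclusive means only one of the two criteria met; inactive means neither criterion met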;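 further: 0% = median of neutral control wells and 100% = no fluorescence left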
# Target sequence (P55212 24-179 limits assumed): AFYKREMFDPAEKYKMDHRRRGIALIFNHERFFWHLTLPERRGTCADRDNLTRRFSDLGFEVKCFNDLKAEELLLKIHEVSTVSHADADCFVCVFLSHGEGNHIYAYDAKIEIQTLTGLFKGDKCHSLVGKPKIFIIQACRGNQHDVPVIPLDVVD
# Target sequence (P55212 194-293 limits assumed): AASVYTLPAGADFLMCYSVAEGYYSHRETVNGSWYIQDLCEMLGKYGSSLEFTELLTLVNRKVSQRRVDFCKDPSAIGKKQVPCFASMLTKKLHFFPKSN
# FN deposition inh: fibronectin deposition inhibition; inhibition, % at 12.6 µM; AH1F fibroblasts, Alexa488-fibronectin deposition fluorescence, overnight; 350,000 tested, 0.086% active;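 active means mean inhibition across replicates of 30% or more, regardless of how many single replicates reach that level; inconclusive means mean under 30% yet at least half of replicates reach 30%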;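 further: positive control wells lacked labelled fibronectin entirely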
#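 Material: AH1F fibroblast monolayer depositing Alexa488-labelled fibronectin into matrix / Amount: 10000 AH1F cells per well / Signal: fluorescence 485/525 nm / Medium: DMEM, 2% serum / Compound: single dose, pinned / Incubation: 1 h cell adhesion before compound, then overnight fibronectin incubation / Reagent: Alexa488-FN, 24 nM final / Read-out: inhibition of fibronectin deposition signal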
# PGC1a acetyl inh: lowers PGC1a acetylation signal in U2OS cells | AlphaScreen anti-acetyl-lysine; with virally co-expressed GCN5 acetyltransferase | inhibition, % at 15.6 µM | 350,000 tested, 0.17% active | AID 651687;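 active means every replicate shows inhibition of at least 40%; inconclusive means mean inhibition at least 40% but some replicate below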;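 further: 0% = neutral control wells and 100% = positive control wells; some results beyond the cut were filed as inactive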
# EWS-Fli block: blocks EWS/Fli oncoprotein-driven transcription; A673 NR0B1-luciferase reporter, viability-normalised; inhibition, % at 12.6 µM; 350,000 tested, 0.67% active;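 active means mean inhibition of at least 50% after viability correction, with every replicate also passing that limit; inconclusive means mean reaches 50% but only one of two replicates passes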;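 further: firefly luciferase signal divided by Alamar Blue viability fluorescence both relative to DMSO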
# LGR2 antag: blocks bursicon-induced cAMP signaling via Drosophila LGR2. HEK293 LGR2, CRE-luciferase, bursicon-stimulated, 4 h. inhibition, % at 9.99 µM. 380,000 tested, 0.35% active;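 active means drop in luminescence signal, shown as inhibition above about 50% in the replicate tests, limit read from the data, passing the limit was not always enough; inconclusive means probably only some replicates passing the limit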;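 further: agonist challenge used bursicon conditioned medium at about half maximal strength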
# PAX8 reporter: PAX8 transcriptional activity inhibition; 360,000 tested, 1.2% active; inhibition, % at 12.6 µM; RMG-I TPO-luciferase reporter, SteadyGlo, 24 h; AID 652154;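 active means mean replicate inhibition at least 60% with every replicate also reaching 60%; inconclusive means only one of the two criteria is met; inactive means mean below 60% and not all replicates reaching 60%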;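 further: luciferase light reporting Pax8 driven TPO promoter activity; plate controls were median of neutral control wells for no effect and mitoxantrone controls for full effect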
# Active calls of the source: *; ? = inconclusive; nt = no result given; [ ] = remark or other dose.
# Under each structure – Cneo AK release	miR-122 sensor	Casp6 inh	FN deposition inh	PGC1a acetyl inh	EWS-Fli block	LGR2 antag	PAX8 reporter
CCOc1ccc(NC(=O)CSc2nc(N)c(-c3ccccc3)c(=O)[nH]2)cc1
    nt	nt	-4.1	-6.7	1.3	1.3	-35.4	-3.2
COCCNC(=O)[C@@H]1[C@@H](CO)[C@@H]2Cn3c(ccc(-c4ccccc4)c3=O)[C@H]1N2C(=O)NC(C)C
    -8.2	-0.8[16.7 µM]	1.6	nt	nt	-6.1	2.3	-16.1
Cc1ccc(S(=O)(=O)N(C)C[C@@H]2Oc3ccc(NS(=O)(=O)c4ccccc4)cc3C(=O)N([C@@H](C)CO)C[C@H]2C)cc1
    -0.7	1.4[16.7 µM]	0.6	nt	4.5	-7.4	-6.4	nt
Cc1noc(C)c1NC(=O)Nc1ccc2c(c1)CC(=O)N([C@@H](C)CO)C[C@@H](C)[C@@H](CN(C)Cc1ccc(Oc3ccccc3)cc1)O2
    -0.6	4.3[16.7 µM]	nt	nt	-1.2	-3.3	9.1	-24.6
CCCN1CCN(C(=O)c2ccc(S(=O)(=O)N(C)c3ccccc3OC)cc2)CC1
    -0.2	8.3	-4.7	0.1	7.9	3.4	-0.9	10.8
O=C(Nc1ccc(OC(=O)c2ccco2)cc1)c1ccco1
    -4.1	10.9	nt	4.7	2.0	nt	nt	-20.5
COc1cccc(NC(=O)Nc2cc(C(=O)NC(C)C)ccc2N2CC3CC(C2)c2cccc(=O)n2C3)c1 (configuration not stated)
    -3.2	6.4	0.6	-16.6	10.6	nt	10.9	2.9
COc1ccccc1CNC(=O)CN1c2cccc3cccc(c23)S1(=O)=O
    -2.0	nt	5.4	3.5	-2.5	-7.0	-2.6	5.4
COC(=O)c1ccc(CNC(=O)Cn2cnc3c(NCc4ccccc4)ncnc32)cc1
    -2.4	nt	-0.8	-10.7	nt	-11.8	-1.2	3.2
COc1cccc(CNC(=O)COC(=O)c2c(C)nn(-c3ccccc3)c2Cl)c1
    7.4	-5.3	2.6	-4.6	1.9	-4.7	13.5	-2.4
C[C@@H]1CN([C@@H](C)CO)C(=O)c2cc(N(C)C)ccc2O[C@H]1CN(C)Cc1ccc(C(=O)O)cc1
    -14.9	-9.7[16.7 µM]	-2.1	nt	-2.8	-6.6	6.7	-24.2
C[C@H]1CN([C@@H](C)CO)S(=O)(=O)c2ccc(C#Cc3cccnc3)cc2O[C@H]1CN(C)CC1CCOCC1
    3.6	1.7[16.7 µM]	-2.0	-12.4	11.7	-2.4	-31.8	-32.1
Cc1cc(C(=O)CN2C(=O)C(=O)N(CC(C)C)C2=O)c(C)n1C1CC1
    -1.1	nt	1.2	3.1	nt	-37.5	-12.9	-49.7
Fc1ccc(-c2nc3ccccn3c2NCc2ccc3c(c2)OCO3)cc1
    5.6	9.4	1.5	11.3	7.2	-8.0	-14.6	-15.2
Cc1ccc(-c2c[nH]c(=S)n2-c2ccccc2F)cc1
    nt	nt	0.2	-13.2	-1.4	12.6	-43.1	10.7
Cc1ccc(NC(=O)COC(=O)c2ccc(-n3cccn3)cc2)cc1C
    -0.4	-8.6	-2.2	-0.1	0.5	-9.6	-18.6	-30.0
CCN(CC)S(=O)(=O)c1ccc(C(=O)NCC(=O)NC2CC2)cc1
    nt	-6.4	2.7	nt	-7.8	-1.7	8.5	-2.0
CC(C)C#Cc1cnc2c(c1)C(=O)N([C@H](C)CO)C[C@H](C)[C@H](CN(C)C(=O)Nc1ccccc1F)O2
    -2.4	-2.8[16.7 µM]	1.6	nt	-4.3	-13.6	-0.8	nt
CCC1CCCCN1C(=O)Cn1nc([N+](=O)[O-])c(Cl)c1C (configuration not stated)
    nt	nt	-2.9	0.7	nt	-9.5	2.6	6.3
CCN(c1ccc(NC(=O)c2cccc(S(=O)(=O)N3CCN(C)CC3)c2)cc1)C(C)C
    0.1	-6.3	-4.5	-16.8	3.5	5.7	-18.5	5.8
Cc1cc(C(=O)Nc2cccc3c2O[C@@H](CN(C)S(C)(=O)=O)[C@H](C)CN([C@H](C)CO)C3=O)n(C)n1
    1.1	0.0[16.7 µM]	1.0	nt	12.5	4.3	14.3	nt
Cc1ccc(-c2ccc([C@@H]3[C@@H](CO)N4C(=O)CN(C(=O)Cc5ccccn5)C[C@@H]34)cc2)cc1
    nt	nt	nt	nt	0.5	-6.0	-13.4	-4.3
CC(=O)NC1C(=O)N(CCN2CCOCC2)c2ccc(Br)cc21 (configuration not stated)
    0.1	nt	34.5	-10.7	nt	-8.5	4.8	13.0
CCOc1ccc(OCC(=O)NCc2n[nH]c(=O)c3ccccc23)cc1
    1.7	0.0	5.2	7.3	0.5	-4.2	20.6	7.7
CCc1nnc(NC(=O)CSc2nnc(-c3ccco3)n2C)s1
    nt	5.6	2.4	nt	-8.3	-2.3	-1.4	nt
COc1ccc(CCC(=O)NC(C)c2ccccc2)cc1OC (configuration not stated)
    0.8	0.3	-4.0	-2.4	10.5	8.1	-10.4	0.5
N#CNC(=Nc1cccc(F)c1)SCc1ccccc1
    nt	nt	0.6	7.4	nt	-3.7	28.6	-26.2
COc1cc(NC(=O)CSc2nc3[nH]ncc3c(=O)n2-c2ccccc2)cc(OC)c1OC
    -0.3	-8.1	1.8	4.6	1.7	-67.5	16.2	1.1
c1ccc2c3c(cc(N4CCOCC4)c2c1)OC1(N2CCOCC2)CCCCC1O3 (configuration not stated)
    -15.4	-1.2	-6.4	nt	-5.0	-5.6	3.8	nt
Cc1ccc(NC(=O)C2C3C=CC(O3)C2C(=O)O)c(C)c1 (configuration not stated)
    -0.1	nt	-0.7	0.7	nt	9.4	-0.2	16.9
CC1(C)CCC[C@]2(C)C(CS(=O)c3ccccc3)=C(C=O)CC[C@@H]12 (some centres not stated)
    nt	nt	1.4	16.1	nt	5.4	16.3	18.9
CC(CCc1ccccc1)NC(=O)C1CCC1 (configuration not stated)
    5.6	-6.9	0.6	0.4	3.0	-4.4	6.9	-6.3
O=C(C[C@H]1CC[C@H]2[C@@H](COC[C@H](O)CN2S(=O)(=O)c2ccccc2)O1)Nc1ccc(-c2ccccc2)cc1
    3.5	-4.3[16.7 µM]	-0.3	3.6	-5.2	-4.6	19.4	39.1
O=C(CSc1nc(C2CCCCC2)nc2ccccc12)N1CCCC1
    nt	nt	0.7	-1.3	nt	5.7	?	22.9
O=C(C[C@H]1CC[C@@H](NC(=O)Nc2cccc(F)c2)[C@@H](CO)O1)NCC1CCCCC1
    -0.1	nt	0.0	15.7	-2.0	-7.9	6.6	10.8
O=C(NC(=S)Nc1c(Cl)ccc2nsnc12)c1ccco1
    nt	nt	7.9	3.0	nt	9.2	nt	5.1
Cn1nnnc1SCc1c(F)cccc1F
    nt	1.1	nt	4.1	9.8	nt	11.8	nt
COc1ccc(S(=O)(=O)N2CCOC23CCN(C(=O)c2ccccc2OC)CC3)cc1
    nt	nt	4.8	-1.0	nt	0.1	-25.3	-9.5
COc1ccc2nc(-c3ccccn3)[nH]c2c1
    -7.9	-3.7	-0.9	-3.4	-9.8	-44.4	-11.4	-70.8
COc1ccc(CC(=O)OCC(=O)NC2CCCCCC2)cc1OC
    nt	3.1	-1.0	-0.8	4.2	-2.4	0.4	-13.8
CC(C)C#Cc1cnc2c(c1)C(=O)N([C@H](C)CO)C[C@H](C)[C@H](CN(C)C(=O)c1ccc3c(c1)OCO3)O2
    0.3	-3.1[16.7 µM]	-1.2	-7.2	0.4	-8.4	3.2	nt
Cn1nc(C(=O)OCC(=O)NCCc2ccccc2)c2ccccc2c1=O
    -0.7	3.6	-2.5	nt	6.1	1.0	5.7	3.9
Nc1sccc1C(=O)NCCN1CCOCC1
    nt	nt	-1.2	3.3	nt	-1.7	4.4	-7.4
O=C(O)c1ccccc1/C=N/NC(=S)NC1CCCCC1
    -0.9	31.1	-0.9	2.2	1.2	-6.5	-2.8	3.2
C=CCC(C(=O)OC)(C(=O)OC)c1ccccc1[N+](=O)[O-]
    nt	nt	nt	5.3	nt	-0.3	-7.0	-15.1
C=CCOc1nc(-c2ccccc2Cl)nc2ccccc12
    nt	nt	2.3	6.4	-0.6	18.4	nt	1.4
COc1ccc(NS(=O)(=O)c2ccc3c(c2)oc(=O)n3C)c(OC)c1
    0.8	2.4	-1.6	4.5	nt	-1.2	-3.5	0.6
CC(C)=CCN1CCNC(=O)C1CC(=O)NCc1nc(C)c(C)s1 (configuration not stated)
    nt	nt	-2.7	7.6	nt	-0.2	nt	4.9
CS(=O)(=O)c1ccc([C@@H](O)[C@@H](CO)NC(=O)C(Cl)Cl)cc1
    0.1	-4.3	1.9	4.8	4.0	3.8	4.2	-0.4
COc1ccc(NC(=O)Nc2ccc3c(c2)CC(=O)N([C@@H](C)CO)C[C@H](C)[C@H](CN(C)Cc2ccc(C(=O)O)cc2)O3)cc1
    -0.4	-0.6[16.7 µM]	2.8	nt	11.8	-7.2	3.7	nt

# (further entries)
# Under each structure – Cneo AK release	miR-122 sensor	Casp6 inh	FN deposition inh	PGC1a acetyl inh	EWS-Fli block	LGR2 antag	PAX8 reporter
CC1=C(C(=O)OCc2ccccc2)C(c2ccc([N+](=O)[O-])cc2)NC(=O)N1CCCC(=O)O (configuration not stated)
    -0.2	-2.2	-1.3	-1.7	5.1	9.1	-3.9	-1.3
CCOc1ccc(Cl)cc1-c1cc(C(=O)NCc2ccccc2OC)[nH]n1
    0.0	3.6	1.5	0.9	-17.0	-0.6	-8.3	16.0
Cn1ccc(NC(=O)c2ccc([N+](=O)[O-])cc2)n1
    -1.5	-5.3	0.3	-0.9	6.6	-8.3	-13.7	-12.6
COc1ccc(NC(=O)N(C)C[C@@H]2OCCCC[C@H](C)Oc3ccc(NS(=O)(=O)c4cccs4)cc3C(=O)N([C@@H](C)CO)C[C@@H]2C)cc1
    -2.3	9.4[16.7 µM]	3.6	nt	-9.7	0.9	-3.4	nt
COc1ccc([C@H]2CC(=O)C=C(/C=C/c3ccccc3)C2)cc1OC
    0.7	0.3	0.0	4.3	-47.6	-1.0	-16.0	-19.4
COc1cccc(N(CC(=O)Nc2cccc(N(C)S(C)(=O)=O)c2)S(C)(=O)=O)c1
    -1.5	-0.6	-1.0	nt	12.6	14.4	1.9	nt
O=C(O)c1cc(-c2ccccc2Cl)n(-c2ccc(F)cc2)n1
    0.7	10.2	-0.8	-2.0	2.5	1.5	7.8	4.6
C[C@@H]1CCCCO[C@H](CN(C)C(=O)Nc2ccc3c(c2)OCO3)[C@H](C)CN([C@H](C)CO)C(=O)c2cc(NC(=O)Nc3ccc(C(F)(F)F)cc3)ccc2O1
    1.3	2.9[16.7 µM]	-0.2	nt	7.9	-6.7	-9.9	nt
O=C(Nc1ccc2c(c1)OCO2)c1ccc(S(=O)(=O)N2CCCC2)cc1
    nt	nt	-0.8	-10.9	nt	-9.6	22.7	-1.8
